HepG2 viability – qHTS for Inhibitors of TGF-b: Cytotox Counterscreen; HepG2 CAGA-GFP viability, ATP luminescence, 18 h; Potency, µM (doses to about 46.1 µM), without a hit: top-dose activity change, negative = cytotoxicity, usual class: cytotoxic; 410,000 tested, 0.76% active; further: potency means the concentration at half of the fitted maximal effect; some results filed as inactive show a strong effect at the top dose
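CellTiter-Glo luminescence gave cytotoxicity after 18 hours at 37 degrees C. The cells were HepG2 CAGA-GFP in 1% FBS DMEM, stimulated with 500 pg/mL TGF-beta after compound addition. %Activity was normalised to no-cell wells (complete cell-killing) and DMSO (no toxicity), and curves were fitted and classified.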
Nrf2 inh – Nrf2 qHTS screen for inhibitors; AID 504444, 2011; A549 ARE-Fluc reporter, luciferase luminescence, 18-24 h; Potency, µM (titrated, usually from 46 µM), for the others: at the top dose activity change, negative = inhibition, usual class: inhibitors; 360,000 tested, 2.1% active; further: potency means the concentration at half of the fitted maximal effect; on the % scale 0 is the no-effect control and ±100 the full control effect; nearly all actives have a fitted effect of over 60% in size
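Reporter: ARE-Fluc in A549. Exposure: 18-24 h, 37 °C, 5% CO2, 5% FBS OPTI-MEM. Readouts: fluorescent cytotoxicity (CellTiter-Fluor), then luminescent Nrf2 signal after BugLite.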
TGFb SMAD3 inh – qHTS for Inhibitors of TGF-b. AID 588855, 2011. 410,000 tested, 1.2% active. HepG2 CAGA-GFP TGF-b/SMAD3 reporter, GFP fluorescence, 18 h; TGF-beta stimulated, 500 pg/mL final. Potency, µM (titrated, usually from 46.1 µM), inactives show top-dose activity, negative = inhibition, most hits filed as inhibitors; further: potency means the concentration at half of the fitted maximal effect; on the % scale 0 is the no-effect control and ±100 the full control effect; nearly all actives have a fitted effect of over 65% in size
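HEPG2 CAGA-GFP reporter cells (1000/well, DMEM with 1% FBS) received compounds, then recombinant TGF-beta at 500 pg/mL final for 18 hours at 37 degrees C. Per-cell GFP summed per well was normalised to unstimulated and stimulated DMSO controls before curve fitting.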
ATXN viability – Viability Counterscreen for Primary qHTS for Inhibitors of ATXN expression; S2 cells (HEK-293 line with an ATXN2-luciferase reporter) viability, CellTiter-Fluor protease fluorescence, 24 h; Potency, µM (top dose mostly 56.7 µM), most hits filed as cytotoxic; 400,000 tested, 0.49% active; AID 651635, 2014; further: potency means the concentration at half of the fitted maximal effect; nearly all actives have a fitted effect of over 40% in size
Nrf2 activator – qHTS of Nrf2 Activators; 410,000 tested, 0.31% active; AID 624171, 2012; Potency, µM (series often up to 46.1 µM), for inactives: at the highest dose activation, hits mostly activators; AREc32 ARE-luciferase reporter (MCF7-derived line), luminescence, 24 h; further: potency means the concentration at half of the fitted maximal effect; % of control where 0% means no effect; nearly all actives have a fitted effect of over 65% in size
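AREc32_Fluc, 1000 cells/well, OPTI-MEM + 5% FBS, o/n 37 deg C 5% CO2; 23 nL cpd by pin tool, 24 hr; Steady-Glo 30 min RT, luminescence.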
pAkt inh – HTS Assay for Inhibitors of Akt Phophorylation: Primary Screen; activity change, % for hits at 50 µM; AID 651550, 2012; Neuro2A IGF-stimulated pAkt S473 HTRF, 20 min; active compounds read low; 360,000 tested, 0.32% active; in the data active means activity change below about -80%; inconclusive means mostly about -51% to -80%; further: on the % scale 0 is the no-effect control and ±100 the full control effect
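Neuro2A cells in DMEM with 0.5% FBS, overnight at 37 deg C, given compound at single 50 µM final, then IGF (6 nM final) for 20 min at 37 deg C. Lysed; phospho-Akt Ser473 by HTRF after 24 h, 665/615 ratio.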
MmCpn inh – Inhibitors of TCP-1 ring complex (TRiC) of Methanococcus maripaludis (MmCpn): qHTS | Chaperonin Mm-Cpn (Methanococcus maripaludis) | purified Mm-Cpn ATPase, ADP Transcreener TR-FRET | Potency, µM (titrated, usually from 76.9 µM), for inactives: at the top dose activity, negative = inhibition, usual class: inhibitors | 330,000 tested, 0.031% active; further: potency means the concentration at half of the fitted maximal effect; on the % scale 0 is the no-effect control and ±100 the full control effect; nearly all actives have a fitted effect of over 80% in size
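Eu-cryptate anti-ADP/ADP-d2 competition gives a ratio inversely related to ADP. Enzyme at 25 nM was pre-exposed to compound for 10 min, then given 10 uM ATP for 30 min, 37°C throughout.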
CCT modulator – High-Throughput Screening for Modulators of Cytosolic Chaperonin Activity; 360,000 tested, 0.3% active; activity change, % (no concentration beside the values), hits read low; purified chaperonin ATPase assay, HTRF ADP detection, 30 min; in the data active means activity change below about -30%; further: on the % scale 0 is the no-effect control and ±100 the full control effect
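Enzyme 40 or 20 nM (batch-dependent) in Tris pH 7.4/KCl/MgCl2/DTT; cpd 76 uM single point; ATP 10 uM; 30 min 37 °C; Transcreener ADP HTRF detection, 30 min RT; ratio 665/615.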
A549 tox – Nrf2 qHTS screen for inhibitors: counterscreen for cytotoxicity; A549 ARE-Fluc cells, CellTiter-Fluor viability, 18-24 h; Potency, µM (highest dose often 46 µM), for inactives: top-dose activity change, negative = cytotoxicity, hits mostly inhibitors; 390,000 tested, 0.16% active; AID 504648, 2011; further: potency means the concentration at half of the fitted maximal effect; on the % scale 0 is the no-effect control and ±100 the full control effect
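A549 ARE_Fluc cells in 5% FBS OPTI-MEM were exposed to compounds in concentration-response for 18-24 h at 37 deg C. Viability was read by CellTiter-Fluor fluorescence (Ex 405/Em 525) after 30 min, before the luciferase read.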
* hit, by the source's call; & = joins results of further samples; [ ] = remark or other dose. Unless noted, the call rests on the fitted dose curve; in most records, active means well fitted curve in the direction sought with a large enough effect; inconclusive means small, poorly fitted or top-dose-only effect, or another doubt; inactive means no such curve, though single readings can be large; an effect the other way counts as inactive or inconclusive.

Screening COc1cccc(C2=NOC(C(=O)NCc3ccco3)C2)c1 (configuration not stated) returned HepG2 viability -21.2%, Nrf2 inh 2.4%, TGFb SMAD3 inh -16.2%, ATXN viability inactive, Nrf2 activator 4.1%, pAkt inh inactive, MmCpn inh -8.4%, CCT modulator 0.8 and A549 tox -1.6%.
COc1ccccc1Nc1nc(NCC(C)C)nc(N)c1[N+](=O)[O-] was read as HepG2 viability -51.8%, Nrf2 inh inconclusive, TGFb SMAD3 inh 0.0%, ATXN viability inactive, Nrf2 activator 0.3%, pAkt inh inactive, MmCpn inh -0.7%, CCT modulator -0.4 and A549 tox inconclusive.
`CCOC(=O)c1[nH]c2ccc(OC)cc2c1NC(=O)N1CCOCC1` gave HepG2 viability 3.6%, TGFb SMAD3 inh 6.2%, ATXN viability inactive, Nrf2 activator 2.4%, pAkt inh inactive, MmCpn inh -5.7%, CCT modulator -1.7 and A549 tox -11.9%.
For O=C(c1ccccc1)c1cc([N+](=O)[O-])ccc1N1CCCC1 the results were HepG2 viability -28.2%, Nrf2 inh -25.4%, TGFb SMAD3 inh -16.0%, ATXN viability inactive, Nrf2 activator -0.2%, pAkt inh inactive, MmCpn inh 1.4%, CCT modulator 0.6 and A549 tox -10.8%.
Screening CCOc1ccc(NC(=O)CN2C(=O)C(c3ccc(Cl)cc3)=NC2(C)C)cc1 returned HepG2 viability -26.3%, Nrf2 inh -19.3%, TGFb SMAD3 inh -27.4%, Nrf2 activator 0.6% and A549 tox -1.2%.
Screening O=C(Nc1ccc2c(c1)OCCO2)c1cncc(Br)c1 returned HepG2 viability -1.7%, Nrf2 inh inconclusive, TGFb SMAD3 inh -4.6%, ATXN viability inconclusive, Nrf2 activator -0.4%, pAkt inh inactive, MmCpn inh 0.8%, CCT modulator 0.2 and A549 tox -4.3%.
Cc1nn(C)c(C)c1NC(=O)c1ccc(Br)o1 was read as HepG2 viability -23.4%, Nrf2 inh 10.6%, TGFb SMAD3 inh 3.1%, ATXN viability inactive, Nrf2 activator -0.2%, pAkt inh inactive, MmCpn inh -0.6%, CCT modulator -1.7 and A549 tox 3.9%.
`C1=C\CCC2(OCCO2)C2(CC/1)OCCO2` gave HepG2 viability -33.2%, TGFb SMAD3 inh -17.6%, ATXN viability inconclusive, Nrf2 activator -1.1%, pAkt inh inactive and CCT modulator 0.2.
COc1ccc(NC(=O)CN(c2ccc(C)cc2)S(=O)(=O)c2cccs2)cc1OC was read as HepG2 viability -15.6%, Nrf2 inh 16.5%, TGFb SMAD3 inh -8.6%, ATXN viability inactive, Nrf2 activator 0.5% and A549 tox 0.7%.
For COc1cccc(C(=O)NC2CCCN(C3Cc4ccccc4C3)C2)c1OC (configuration not stated) the results were HepG2 viability -15.0%, Nrf2 inh -5.5%, TGFb SMAD3 inh -28.8%, ATXN viability inactive, Nrf2 activator 0.0%, pAkt inh inactive, MmCpn inh -0.6%, CCT modulator -1.1 and A549 tox -4.5%.
For CCc1cccc(CC)c1NC(=S)Nc1ccccc1 the results were HepG2 viability -4.9%, Nrf2 inh -5.8%, TGFb SMAD3 inh -0.7%, ATXN viability inactive, Nrf2 activator -0.3%, pAkt inh inactive, MmCpn inh 1.0%, CCT modulator 1.1 and A549 tox -0.2%.
`CCCCCC(/C=N/Nc1ccc(S(=O)(=O)N2CCOCC2)cc1[N+](=O)[O-])=C\c1ccccc1` gave HepG2 viability 2.1%, Nrf2 inh 5.9%, TGFb SMAD3 inh inconclusive, ATXN viability inactive, Nrf2 activator 0.0%, pAkt inh inactive, MmCpn inh 0.0%, CCT modulator 2.0 and A549 tox -2.8%.
For Cc1nnc(SCCN2C(=O)c3ccccc3C2=O)nc1C the results were HepG2 viability 1.7%, Nrf2 inh 8.5%, TGFb SMAD3 inh -8.3%, ATXN viability inactive, Nrf2 activator 0.3%, pAkt inh inactive, CCT modulator -1.4 and A549 tox -4.9%.
`O=C(C1CCN(S(=O)(=O)N2CCC3(CC2)OCCO3)CC1)N1CCc2ccccc2C1` gave HepG2 viability -7.4%, Nrf2 inh -16.8%, TGFb SMAD3 inh inconclusive, ATXN viability inactive, Nrf2 activator 3.3%, pAkt inh inactive, MmCpn inh 1.0%, CCT modulator 0.3 and A549 tox 1.6%.
Screening COc1ccc([N+](=O)[O-])cc1N(CC(=O)Nc1ccccc1C(=O)N1CCCC1)S(C)(=O)=O returned HepG2 viability -26.9%, Nrf2 inh inconclusive, TGFb SMAD3 inh 7.5%, ATXN viability inactive, Nrf2 activator 0.6%, pAkt inh inactive, MmCpn inh -1.2%, CCT modulator 0.6 and A549 tox 0.7%.
Screening Cc1cc(C)n(Cc2n[nH]c(=S)n2Cc2ccccc2)n1 returned HepG2 viability 10.9%, Nrf2 inh 10.5%, TGFb SMAD3 inh 2.9%, ATXN viability inconclusive, Nrf2 activator 0.0%, pAkt inh inactive, MmCpn inh -0.1%, CCT modulator 0.9 and A549 tox 1.2%.
Cc1ccc(S(=O)(=O)N2CCN(C(=O)CCC(=O)NCc3ccc(F)cc3)CC2)cc1 was read as HepG2 viability -10.4%, Nrf2 inh 0.5%, TGFb SMAD3 inh inconclusive, ATXN viability inactive, Nrf2 activator -0.3%, pAkt inh inactive, MmCpn inh -0.1%, CCT modulator 2.3 and A549 tox 4.5%.
CCCS(=O)(=O)Nc1cccc(-c2cn3c(n2)SCC3)c1 was read as HepG2 viability -25.3%, Nrf2 inh -0.8%, TGFb SMAD3 inh 0.9%, ATXN viability inactive, Nrf2 activator -0.9%, pAkt inh inactive, MmCpn inh 1.1%, CCT modulator -3.5 and A549 tox 18.0%.
O=C(CSc1nnc2ccc(-c3ccc(F)cc3)nn12)N1CCOCC1 was read as HepG2 viability -9.5%, Nrf2 inh inconclusive, TGFb SMAD3 inh -3.2%, ATXN viability inactive, Nrf2 activator 2.3%, pAkt inh inactive, MmCpn inh -3.9%, CCT modulator -2.6 and A549 tox -4.8%.
O=C(NCCCNC(=O)c1ccccc1)c1ccccc1 was read as HepG2 viability -69.2%, Nrf2 inh -7.0%, TGFb SMAD3 inh 0.0%, ATXN viability inactive, Nrf2 activator 0.4%, pAkt inh inactive, CCT modulator 0.4 and A549 tox -3.3%.
For Cc1ccccc1S(=O)(=O)Cc1ccc(C(=O)N2CCN(c3cccc(C)c3C)CC2)o1 the results were HepG2 viability -17.2%, Nrf2 inh 10.3µM*, TGFb SMAD3 inh inconclusive, ATXN viability 17.8µM*, Nrf2 activator -0.6%, pAkt inh -110.8%*, MmCpn inh 0.7%, CCT modulator -0.5 and A549 tox inconclusive.
Screening CCOC(=O)c1c(-c2ccccc2)nnn1-c1nc(OCC)nc(N2CCCCC2)n1 returned HepG2 viability -57.1%, Nrf2 inh inconclusive, TGFb SMAD3 inh 0.0%, Nrf2 activator 0.2%, pAkt inh inactive, MmCpn inh 2.5%, CCT modulator 0.4 and A549 tox -21.6%.
For CCOC(=O)C(=O)Nc1ccc(F)cc1 the results were HepG2 viability -20.4%, Nrf2 inh -6.1%, TGFb SMAD3 inh 10.7%, ATXN viability inactive, Nrf2 activator -0.6%, MmCpn inh 1.0%, CCT modulator -83.8* and A549 tox -10.9%.
COc1ccc(C)cc1NC(=O)CN1C(=O)CSc2ccc(S(=O)(=O)N3CCCC3)cc21 was read as HepG2 viability 0.7%&-6.6%, Nrf2 inh -15.7%&-18.2%, TGFb SMAD3 inh inconclusive, ATXN viability inconclusive, Nrf2 activator -0.8%&3.6%, pAkt inh inactive, MmCpn inh -2.4%, CCT modulator 0.9 and A549 tox -8.6%&-3.4%.
Screening CCOc1ccc(OCC)c(NC(=O)c2cc(-c3cccs3)nc3ccccc23)c1 returned HepG2 viability -14.0%, Nrf2 inh -18.9%[9.27 µM], TGFb SMAD3 inh -25.7%, ATXN viability inactive, Nrf2 activator 0.7% and A549 tox -0.5%.
`O=C(COc1ccc(F)cc1)NCC1CCCO1` (configuration not stated) gave HepG2 viability -6.5%, Nrf2 inh 0.3%, TGFb SMAD3 inh 10.3%, ATXN viability inactive, Nrf2 activator 0.1%, pAkt inh inactive, MmCpn inh -0.1%, CCT modulator -1.5 and A549 tox -0.3%.
CCCNC(=O)CCn1nc(-c2ccc(C)cc2)c2ccccc2c1=O was read as HepG2 viability -4.3%&-24.0%, Nrf2 inh -15.0%, TGFb SMAD3 inh inconclusive, ATXN viability inactive, Nrf2 activator -0.2%&3.5%, pAkt inh inactive, MmCpn inh 4.2%, CCT modulator -0.3 and A549 tox 5.8%&6.5%.
`CN(CC(=O)Nc1ccc(N2CCOCC2)cc1)CC(=O)Nc1ccccc1C#N` gave HepG2 viability 5.3%, Nrf2 inh 10.0%, TGFb SMAD3 inh 4.5%, ATXN viability inactive, Nrf2 activator 2.6%, pAkt inh inactive, MmCpn inh 0.0%, CCT modulator -1.1 and A549 tox -3.2%.
For Cc1ccc(NC(=O)CC2C(=O)NCCN2C(=S)Nc2ccccc2)c(C)c1 (configuration not stated) the results were HepG2 viability 8.0%, Nrf2 inh 9.0%, TGFb SMAD3 inh -1.8%, ATXN viability inactive, Nrf2 activator -0.3%, pAkt inh inactive, MmCpn inh -0.6%, CCT modulator -0.2 and A549 tox -2.4%.
CCOC(=O)c1sc(NC(=O)c2ccoc2C)c(C(N)=O)c1C was read as HepG2 viability -3.2%, Nrf2 inh inconclusive, TGFb SMAD3 inh 10.4%, Nrf2 activator 0.9%, pAkt inh inactive, MmCpn inh -14.7%, CCT modulator -4.0 and A549 tox -6.3%.
